# High-throughput results as filed in PubChem BioAssay.
# HCV inhibitor: qHTS Assay for Inhibitors of Hepatitis C Virus (HCV) | Huh7.5.1 HCVcc-Cre infection, luciferase reporter, 44 h | Potency, µM (doses to about 41.8 µM), without a hit: at the top dose activity change, negative = inhibition, hits mostly inhibitors | 340,000 tested, 3.4% active | AID 651820, 2012
#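 1,000 cells/well; 4 h culture; + compound; + HCVcc-Cre (~0.5 moi); 44 h; luciferase substrate, RT 15 min; read 15 sec.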
# TbPYK inhibitor: qHTS of Trypanosoma Brucei Inhibitors. pyruvate kinase (Trypanosoma brucei), Q57TT1. TbPYK enzyme, Kinase-Glo Plus ATP luminescence, 45 min. Potency, µM (highest dose often 76.8 µM), without a hit: at the highest dose activity, negative = inhibition, most hits filed as inhibitors. 410,000 tested, 0.12% active. AID 624173, 2012; further: nearly all actives have a fitted effect of over 50% in size
#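 T. brucei PYK with substrate was exposed to pin-transferred compounds across a concentration series, then started with 130 uM ADP (final). After 45 min at room temperature, Kinase-Glo Plus luminescence was read, normalized and curve-fitted.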
# Numbers without * were called inactive; u = inconclusive; [ ] = remark or other dose. The call rests on the fitted dose curve; in most records, active means well fitted curve in the direction sought with a large enough effect; inconclusive means small, poorly fitted or top-dose-only effect, or another doubt; inactive means no such curve, though single readings can be large; an effect the other way counts as inactive or inconclusive. On the % scale 0 is the no-effect control and ±100 the full control effect; potency means the concentration at half of the fitted maximal effect. Some of the compounds tested; rates above refer to the full screens.
SMILES,HCV inhibitor,TbPYK inhibitor
Cc1cccc(-c2ccc3c(c2)C2CC3CCN2Cc2ccc3c(c2)OCO3)c1 (stereo unspecified),5%[8.37 µM],3%
CC[C@H](C)[C@@H](C(=O)N1CCCC1c1nccs1)N(C)C(=O)[C@H](CC(C)C)N(C)C(=O)[C@H](Cc1ccc(OC)cc1)N(C)C(=O)/C=C(\C)OC (stereo partly specified),-24%,-3%
COc1ccc(C(=O)O)cc1S(=O)(=O)Nc1ccc(N2CCCCC2)cc1,-2%,-4%
Clc1nccc(N2CCN(c3ccccc3Cl)CC2)n1,7%,0%
CNC[C@@H]1Oc2ccc(NS(=O)(=O)c3ccc(OC)cc3)cc2CC(=O)N([C@H](C)CO)C[C@@H]1C,8%,-12%
COc1ccc(S(=O)(=O)Nc2cccc3c2O[C@H](CN(C)S(=O)(=O)c2cccs2)[C@@H](C)CN([C@H](C)CO)C3=O)cc1,-24%,6%
O=C(O)c1cc(-c2ccccc2)nn1CC1CC(c2cccc([N+](=O)[O-])c2)=NO1 (stereo unspecified),3%,9%
Cc1ccc(-c2nnc(SCC(=O)NC3CCCC3)n2N)cc1,-3%,28%
Cc1ccc(NCC2(N=Cc3ccccc3)OC(CO)C(O)C2O)cc1 (stereo unspecified),4%,-21%
COc1ccc(S(=O)(=O)N(C)C[C@H]2Oc3c(NC(=O)C4CC4)cccc3C(=O)N([C@H](C)CO)C[C@@H]2C)cc1,-5%,0%
Nc1ncnc2c1ncn2[C@@H]1O[C@H](CN2CCCS2(=O)=O)[C@@H](O)[C@H]1O,35%[activator],-1%
COc1cc(C#Cc2c(-c3cncn3C)n(C)c3ccc(-c4ccc(CN5CCOCC5)cc4)cc23)cc(OC)c1,11µM*,-2%
Cc1cccc(C2=NN(c3ccccc3)[C@@H](C(=O)N3CCOC3=O)[C@@H]2c2ccccc2)c1,u,1%
COc1cc(C#Cc2c(-c3cncn3C)n(C)c3ccc(-c4ccc5cc[nH]c5c4)cc23)cc(OC)c1,u,6%
Cc1ccc(S(=O)(=O)/N=C2/NC(=O)/C(=C\c3ccccc3)S2)cc1,3%,0%
C[C@]12CC[C@@H]3c4ccc(O)cc4CC[C@H]3[C@@H]1CC[C@@H]2OC(=O)CCC1CCCC1,6%,0%
COc1cc(=O)oc(-c2ccccc2)c1C(C)=O,10%,3%
CCCCN1CC[C@H]2C=CC[C@@H](C(=O)N3CCN(c4ccccc4)CC3)[C@H]2C1=O,5%,-4%
CC(C)C(=O)N[C@@H]1c2ccccc2CC[C@@H]1O,-13%,1%
COc1ccc(S(=O)(=O)NCC(=O)NCCc2ccc(OC)c(OC)c2)cc1,-5%,-2%

# In the list so far, 2 contain a COOH group.
SMILES,HCV inhibitor,TbPYK inhibitor
COc1ccc(C(=O)O)cc1S(=O)(=O)Nc1ccc(N2CCCCC2)cc1,-2%,-4%
O=C(O)c1cc(-c2ccccc2)nn1CC1CC(c2cccc([N+](=O)[O-])c2)=NO1 (stereo unspecified),3%,9%

# The main list resumes with the three entries that preceded the break.
SMILES,HCV inhibitor,TbPYK inhibitor
CCCCN1CC[C@H]2C=CC[C@@H](C(=O)N3CCN(c4ccccc4)CC3)[C@H]2C1=O,5%,-4%
CC(C)C(=O)N[C@@H]1c2ccccc2CC[C@@H]1O,-13%,1%
COc1ccc(S(=O)(=O)NCC(=O)NCCc2ccc(OC)c(OC)c2)cc1,-5%,-2%
CCN(C(=O)CSc1nnc(C)c(=O)[nH]1)c1cccc2ccccc12,8%,1%
Cc1c2ccccc2nc2ccccc12,-7%,1%
CN(C)c1cccc(C(=O)NNC(=O)CN2C(=O)C3CC=CCC3C2=O)c1 (stereo unspecified),-5%,-6%
CC(C)CCNC(=O)Cn1c(NCCC(C)C)nc2c1c(=O)n(C)c(=O)n2C,u,-5%
CN(C(=O)c1cccc(NC(=O)Cc2cccc(NC(=O)C3CCN(C(=O)C4CCCC4)CC3)c2)c1)C1CCC1,12%[8.37 µM],-1%
OCC[C@@H]1C[C@H](O)[C@@H](O)[C@]2(CCCCO2)O1,0%,0%
COC(=O)c1ccc(/C=C/C(=O)OCC(=O)NCc2cccs2)cc1,31%[activator],-11%
O=C(COC(=O)/C=C/c1ccccc1[N+](=O)[O-])Nc1ccc(S(=O)(=O)N2CCOCC2)cc1,17%,-2%
O=C(Nc1cc(C(=O)N2CCN(c3ccccc3)CC2)ccc1Cl)c1cccs1,-41%,0%
CCN(CC)CCn1c2ccccc2c(=O)c2c(O)ccc(O)c21,-11%,u
O=C(Nc1ccccc1)C1=C[C@H](c2ccccc2)C[C@H](OCCCCO)O1,7%,-4%
COc1cc2c3c(c1OC)Oc1ccc(cc1)C[C@H]1c4c(cc(OC)c(OC)c4Oc4ccc(cc4)C[C@@H]3N(C)CC2)CCN1C,u,-17%
CC(=O)c1ccc(S(=O)(=O)Oc2ccc(C(=O)O)cc2Cl)cc1,29%,-2%
CCC(C)NC(=O)C1(N2C(=O)c3ccccc3C2=O)CCCC1 (stereo unspecified),29%,-7%
COc1cc(OC)cc(C(=O)NCC(=O)N2CCN(Cc3ccccc3)CC2)c1,-29%,-4%
COC(=O)[C@]1(C)N[C@H](CN(C)C(C)=O)[C@@H]2C(=O)N(C)C(=O)[C@@H]21,-4%,2%
CC(C)(NC(=O)N1CCOCC1)c1cccc(C(C)(C)NC(=O)N2CCOCC2)c1,11%,-1%
Cn1cc(C(=O)N/N=C/C2=C(N3CCOCC3)C(=C/c3ccc([N+](=O)[O-])cc3)/CC2)ccc1=O,u,3%
C[C@H]1COC(=O)[C@@H](Cc2ccc(F)cc2)CC/C=C\C[C@H](CC(=O)NCCO)C(=O)N1,3%,1%
CC(C)C(=NO)c1ccccc1,27%,1%
CNS(=O)(=O)c1cccc(C(=O)OCC(=O)Nc2nc(OC)cc(OC)n2)c1,6%,2%
CC1(C)Cc2c(c(N3CCOCC3)nc3sc4c(NCCN)ncnc4c23)CO1,7.1µM*,-5%
Cc1ccc(NC(=O)CN(C)C(=O)C2CCC2)cc1,23%,-3%
CC(=O)C(=Nc1cccc(Cl)c1)NNc1ccccc1C,-17%,-4%
O=C(CSc1ncccn1)NCC1CCCO1 (stereo unspecified),20%,7%
CCCC(O)(c1ccccc1)C(c1ccccc1)c1ccccn1 (stereo unspecified),4%,3%
CC(C)CCC1(CCO)C(=O)N=C(N)NC1=O (stereo unspecified),24%,1%
CC1CCCN(C(=O)c2cc(-c3cccs3)nc3ccccc23)C1 (stereo unspecified),u,-2%
CCOC(=O)C1(CCOc2ccccc2)CCN(C(=O)CCSC)CC1,-3%,1%
O=C(COC(=O)c1ccc(F)c(S(=O)(=O)N2CCOCC2)c1)NCc1ccc(Cl)cc1,13%,1%
COC(=O)c1ccc(C(NC(=O)OCc2ccccc2)/C(F)=C/[C@@H](C)C(=O)O)cc1 (stereo partly specified),9%,-8%
CC(C)(C)OC(=O)N1CCCC(C(=O)Nc2ccc(C(=O)NCc3ccccc3)cc2)C1 (stereo unspecified),-16%,2%
CCOc1ccc(C(=O)N2CCN(c3ncccn3)CC2)cc1,-12%,0%
O=C1CCC(c2ccccc2)N1c1ccccc1 (stereo unspecified),12%,-11%
Nc1c(N(Cc2ccccc2)C(=O)COc2ccc([N+](=O)[O-])cc2)c(=O)[nH]c(=O)n1Cc1ccccc1,u,1%
CC[C@]12CC[C@H](O)CC1=CCC1C2CC[C@]2(C)C(=O)CCC12 (stereo partly specified),12%,2%
COc1cccc(C=NNc2nc3ccccc3s2)c1OC,u,1%
CCO[C@@H]1OC(C(=O)N2CCOCC2)=C[C@H](C(C)(C)C)[C@H]1CCCO,55%[activator],-7%
O=C(c1cc(-c2cccnc2)nc2ccccc12)N1CCN(S(=O)(=O)c2ccc(Cl)s2)CC1,-2%,-5%
O=C(CCC1CCCCC1)NC1CCCCC1,14%,0%
NC(=O)C1CCN(CCCNC2CC(=O)N(Cc3ccc(N4CCCC4=O)cc3)C2=O)CC1 (stereo unspecified),8%,0%
CCOC(=O)C1=CNS(=O)(=O)NC1c1ccc(C)cc1 (stereo unspecified),-10%[8.37 µM],3%
COC(=O)C[C@H](NC(=O)Cn1cnc2c(NCc3ccccc3)ncnc21)C(=O)OC,6%,1%
COc1cc(/C=C/C(=O)O)cc(OC)c1O,-11%,4%
O=C(Nc1ccc(N2CCOCC2)c(S(=O)(=O)Nc2ccccc2Cl)c1)c1ccc(=O)[nH]n1,24%,4%
Cc1cc(C)c(C)c(S(=O)(=O)Nc2cccnc2)c1C,4%,0%
Cc1[nH]c2ccccc2c1C1=CC(=O)C=CC1=O,u,4µM*
O=C(Nc1cc(Cl)ccc1N1CCOCC1)c1ccc(=O)[nH]c1,-6%,4%
Cc1ccc(C)c(OCCC(=O)OCC(=O)Nc2cccnc2Cl)c1,7%,4%
CCN(CC(=O)Nc1cc(Cl)cc(Cl)c1)CC(=O)NC1CCS(=O)(=O)C1 (stereo unspecified),-19%,-6%

# (continued)
SMILES,HCV inhibitor,TbPYK inhibitor
O=C(O)/C=C/C(=O)Nc1cccc2c1-c1ccccc1C2=O,13%,2%
CC(=NNC(=O)C(C)SC(C)C(=O)NN=C(C)c1cccnc1)c1cccnc1 (stereo unspecified),18%,4%
C[C@@H]1CC[C@]2(C(=O)O)CC[C@]3(C)C(=CCC4[C@@]5(C)CC[C@H](O)[C@@](C)(C(=O)O)C5CC[C@]43C)C2[C@]1(C)O (stereo partly specified),33%[activator][8.37 µM],-6%
Cc1cc2oc(C(=O)N3CCN(Cc4ccccc4)CC3)c(C)c2cc1C,-6%,0%
O=C(C[C@@H]1C/C=C/CCCC(=O)O[C@H](c2ccccc2)CNC1=O)N[C@H](CO)Cc1ccccc1,-9%,-2%
CN(Cc1ccccc1)C(=O)COC(=O)Cc1ccc(Cl)cc1,-2%,-2%
O=C(NCCN1CCOCC1)c1ccc(CS(=O)(=O)c2ccc(Br)cc2)o1,9%,3%
O=C(NCCCCc1ccccc1)c1cccc(NC(=O)C2CCCC2)c1,8.9µM*,-2%
CC(C)C[C@H]1CNC(=S)N1CC1CCCN1C[C@H](CC(C)C)N1C[C@H](CC(C)C)N(CCc2ccccc2)C1=S (stereo partly specified),3%,1%
Cc1cccc(N2CC(C(=O)Nc3ccccc3N3CCOCC3)CC2=O)c1C (stereo unspecified),2%,1%

# A draw from above in order of molar mass, smallest number first:
SMILES,HCV inhibitor,TbPYK inhibitor
CN(Cc1ccccc1)C(=O)COC(=O)Cc1ccc(Cl)cc1,-2%,-2%
Cc1cc2oc(C(=O)N3CCN(Cc4ccccc4)CC3)c(C)c2cc1C,-6%,0%
O=C(NCCCCc1ccccc1)c1cccc(NC(=O)C2CCCC2)c1,8.9µM*,-2%
Cc1cccc(N2CC(C(=O)Nc3ccccc3N3CCOCC3)CC2=O)c1C (stereo unspecified),2%,1%
O=C(NCCN1CCOCC1)c1ccc(CS(=O)(=O)c2ccc(Br)cc2)o1,9%,3%
CC(C)C[C@H]1CNC(=S)N1CC1CCCN1C[C@H](CC(C)C)N1C[C@H](CC(C)C)N(CCc2ccccc2)C1=S (stereo partly specified),3%,1%

# Next part.
SMILES,HCV inhibitor,TbPYK inhibitor
CC(CNC(=O)c1ccccc1Cl)NC(=O)c1ccccc1Cl (stereo unspecified),7%,1%
NC1=NC[C@H](Cc2ccccc2)N1CC1CCCCC1,8%,-3%
O=C1CCN(Cc2ccccc2)C=C1c1cccc(O)c1,u,-4%
CC(C)(C)OC(=O)N[C@H]1C=C[C@H](OC(=O)CC(=O)OCC(F)(F)F)C1,14%,-1%
CCN1C(=O)[C@H]2[C@@H](c3ccc(-c4ccc(F)cc4)cc3)N[C@@](C)(C(=O)OC)[C@H]2C1=O,5%,-5%
O=C(O)c1cccc(NC(=S)NC(=O)c2cncc(Br)c2)c1,22%,-3%
CC1c2ccccc2N(S(=O)(=O)c2ccccc2)C1C (stereo unspecified),u,7%
Cc1ccc(S(=O)(=O)/N=C2\C=C(NS(=O)(=O)c3ccccc3)C(=O)c3ccccc32)c(C)c1,-1%,-22%
CCOC(=O)c1c(NC(=O)CSc2nnc(-c3ccc(OC)cc3)o2)sc2c1CCC2,-4%,3%
O=C(c1cccc(S(=O)(=O)NCc2ccccc2)c1)N1CCN(c2ccccc2)CC1,u,-1%
O=[N+]([O-])c1cc(-c2csc(NCCc3nc4cc(Cl)c(Cl)cc4n3CCCO)n2)ccc1Cl,-14%,-10%
C=CCOC(=O)N1CCC2CC1c1cc(-c3cccc(C)c3)ccc12 (stereo unspecified),3%[8.37 µM],-2%
CCN(CC)CCC(=O)O[C@H]1CC[C@]2(C)C3CC[C@@]4(C)C(CC[C@]4(C)O)C3CC[C@H]2C1 (stereo partly specified),u,-7%
CCOC(=O)C1CCN(C(c2cc3cc(C)cc(C)c3[nH]c2=O)c2nnnn2C2CCCCC2)CC1 (stereo unspecified),19%,5%
CCOc1ccccc1C(=O)NCCCCNC(=O)c1ccccc1OCC,u,-1%
O=[N+]([O-])/C(Cl)=C(/NCCO)C(Cl)=C(Cl)Cl,4%,0%
CCCc1cc(=O)[nH]c(SCC(=O)Nc2ccc3ccccc3c2)n1,-17%,2%
COc1ccc(CC(=O)OCC(=O)NNC(=O)c2ccccc2)cc1,5%,1%
Cc1cc(=O)n2cn[nH]c2n1,13%,0%
CCOc1ccc(OCC(=O)Nc2cccc(S(=O)(=O)NC3=NCCC3)c2)cc1,-19%,-3%
COc1ccc(C=NNC(=O)c2ccccc2NS(=O)(=O)c2cccs2)cc1O,3%,4%
CC1(C)C(=O)CCC2C1=CCC1C2CCC2(C)C(O)CCC12 (stereo unspecified),15%,1%
